DDE Tn7 FP inh: inhibitors of Tn7 peptide binding to human fibrin DD(E); FP displacement of FITC-Tn7 peptide from fibrin DD(E); 0% = median of compound wells per plate; P02675; inhibition, % at 8.3 µM; 370,000 compounds, 0.13% hits;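 active = inhibition above the mean of compounds falling within the control limits plus 3 SD of them, cut at about 14% in these data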;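 note: 0% = plate median of compound wells and 100% = 10 µM Aha-Tn7 peptide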
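Also added: labelled Tn7 tracer, 0.1 µM; Assay system: human fibrin DD(E) protein; Amount: 2 µM fibrin DD(E); Schedule: 10 min compound pre-incubation, 3 h probe incubation at room temperature; Repeats: one replicate per compound; Read-out basis: percent inhibition; Measured by: fluorescence polarization of the labelled Tn7 tracer.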
ABHD4 inh: ABHD4 (mouse) inhibition, primary FP screen. Q8VD66. purified mABHD4, FP-Rh probe fluorescence polarization. inhibition, % at 8.92 µM. 370,000 compounds, 0.54% hits. AID 720543;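 active = inhibition exceeding the mean over every tested compound plus 3 SD, cut at about 30% in these data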;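 note: 0% = plate median of compound wells and 100% = S159A mutant with DMSO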
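assay system = mABHD4 protein | compound dosing = single nominal dose of 8.92 µM, 0.89% DMSO final | read-out basis = percent inhibition of probe binding, normalized to plate controls | schedule = Enzyme–compound pre-incubation 45 min, then probe 60 min, both 25 °C | detection = fluorescence polarization, excitation 525 nm, emission 598 nm, BODIPY TMR filters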
TDP2 inh: blocks human TDP2 phosphodiesterase activity. O95551. recombinant TDP2, T5PNP hydrolysis, p-nitrophenol absorbance 415 nm. inhibition, % at 12.8 µM. 370,000 compounds, 0.34% hits;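 active = inhibition above the mean of all tested compounds plus 3 SD, set per campaign, cut at about 25% in these data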;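 note: 0% = DMSO with enzyme and 100% = buffer with substrate but no TDP2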
Target sequence (O95551 whole entry, looked up): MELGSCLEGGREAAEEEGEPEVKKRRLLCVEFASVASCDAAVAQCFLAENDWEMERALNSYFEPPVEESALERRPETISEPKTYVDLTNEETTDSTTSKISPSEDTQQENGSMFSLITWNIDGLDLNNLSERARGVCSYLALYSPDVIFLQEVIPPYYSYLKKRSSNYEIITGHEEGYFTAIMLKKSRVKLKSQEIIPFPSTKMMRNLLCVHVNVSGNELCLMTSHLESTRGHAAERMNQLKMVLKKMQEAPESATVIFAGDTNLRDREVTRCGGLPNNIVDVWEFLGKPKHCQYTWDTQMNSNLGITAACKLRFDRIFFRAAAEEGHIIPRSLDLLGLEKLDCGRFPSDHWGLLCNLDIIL
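System: recombinant human TDP2 / Amount: 120 nM TDP2 per well / Also added: 5 mM T5PNP chromogenic substrate / Doses: 12.8 µM single point, 1% DMSO / Incubation: 2 h at 37 °C / Detection: p-Nitrophenol epi absorbance / Evaluation: % inhibition relative to enzyme-containing and enzyme-free wells / Repeats: singlicate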
PRMT1 FP inh: inhibitors of human PRMT1; recombinant PRMT1, activity-based probe fluorescence polarization; inhibition, % at 2.79 µM; 370,000 compounds, 1.3% hits; AID 652257;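 active = inhibition above about 21% made by adding two undisclosed values, limit read from the data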
SIAE primary: blocks human sialic acid acetylesterase; Q9HAT2; SIAE FP-Rh probe binding, fluorescence polarization; inhibition, % at 9.66 µM; 370,000 compounds, 0.69% hits; AID 1053197;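 active = inhibition above a cutoff: mean of compounds within the control limits plus 3 SD of those, cut at about 17% in these data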;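 note: 0% = plate median of compound wells and 100% = probe without SIAE protein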
LEDGF integ inh: blocks HIV-1 LEDGF/p75-dependent DNA integration; inhibition, % at 3.7 µM; TR-FRET IN-LEDGF/p75 DNA integration, Eu/Cy5; AID 743269; 370,000 compounds, 0.64% hits;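 active = inhibition above the screen-wide mean plus 3 SD, cut at about 13% in these data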;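 note: signal is the Cy5 over europium emission ratio at 671 and 618 nm; 0% = plate median of compound wells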
UHRF1 binding: blocks human UHRF1 binding to methylated DNA. 370,000 compounds, 0.75% hits. UHRF1 binding to methylated oligo, TR-FRET. AID 687016. inhibition, % at 4.4 µM; in the data active = inhibition above about 21%;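 note: UHRF1 SRA domain binding a hemimethylated CpG hairpin DNA probe; 0% = median of test compound wells and 100% = reference inhibitor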
TCR CD3 inh: human TCR-CD3 binding inhibition. 360,000 compounds, 0.37% hits. AID 651800. TAMRA-labeled TCR probe fluorescence, biochemical. inhibition, % at 9.4 µM; in the data active = inhibition above about 19%;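 note: recombinant mutant TCR 2C K166C tagged with TAMRA read by polarization; 0% = receptor in buffer alone and 100% = receptor with positive control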
PG9 Ab binder: small molecules binding HIV-1 gp120 antibody PG9; TR-FRET gp120-PG9 antibody binding; 360,000 compounds, 0.43% hits; inhibition, % at 6.7 µM; in the data active = inhibition above about 8.5%
HTRA1 inh: HTRA1 (human) protease inhibition | Q92743 | inhibition, % at 5.96 µM | recombinant HTRA1, FP-rhodamine activity-based probe, fluorescence polarization | 340,000 compounds, 0.5% hits; in the data active = inhibition above about 36%;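 note: 0% = enzyme with DMSO and 100% = wells lacking enzyme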
Target sequence (Q92743 whole entry, looked up): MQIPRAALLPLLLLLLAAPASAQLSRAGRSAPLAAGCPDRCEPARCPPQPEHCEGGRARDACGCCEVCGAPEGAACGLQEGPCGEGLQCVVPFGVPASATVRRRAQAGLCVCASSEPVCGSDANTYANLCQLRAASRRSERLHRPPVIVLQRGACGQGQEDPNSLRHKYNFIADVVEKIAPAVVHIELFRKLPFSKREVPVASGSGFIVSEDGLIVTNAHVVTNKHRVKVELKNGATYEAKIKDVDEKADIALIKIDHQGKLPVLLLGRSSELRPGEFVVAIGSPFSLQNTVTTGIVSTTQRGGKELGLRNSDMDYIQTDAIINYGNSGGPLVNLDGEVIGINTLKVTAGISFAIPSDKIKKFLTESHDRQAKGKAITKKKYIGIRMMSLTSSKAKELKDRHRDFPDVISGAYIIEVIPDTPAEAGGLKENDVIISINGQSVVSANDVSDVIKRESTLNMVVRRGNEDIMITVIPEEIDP
* hit, by the source's call. This is a random part of the collection; overall some 4.2% were active at least once.

How did CCOc1cc(C(=O)Nc2cccnc2)cc(OCC)c1OCC do in these assays?
DDE Tn7 FP inh: 5; ABHD4 inh: 8; TDP2 inh: 5; PRMT1 FP inh: -5; SIAE primary: -1; LEDGF integ inh: -1; UHRF1 binding: -2; TCR CD3 inh: 2; PG9 Ab binder: -1.6; HTRA1 inh: 0

Results for O=C(NCCNc1ccc([N+](=O)[O-])cc1)c1cccc2c(Br)cccc12 ?
DDE Tn7 FP inh: -3; ABHD4 inh: -4; TDP2 inh: -5; PRMT1 FP inh: -6; SIAE primary: 3; LEDGF integ inh: 0; UHRF1 binding: 0; TCR CD3 inh: 7; PG9 Ab binder: -0.4; HTRA1 inh: -5

What do the screens show for `O=C(CN1CCN(S(=O)(=O)c2ccc(F)cc2)CC1)Nc1ccc2c(c1)OCCO2`?
DDE Tn7 FP inh: -2; ABHD4 inh: -6; TDP2 inh: 2; PRMT1 FP inh: -3; SIAE primary: 4; LEDGF integ inh: -5; UHRF1 binding: 1; TCR CD3 inh: 9; PG9 Ab binder: -0.9; HTRA1 inh: 1

How did O=C(CSc1ccc2c(c1)OCCO2)Nc1cccnc1 do in these assays?
DDE Tn7 FP inh: -3; ABHD4 inh: 8; TDP2 inh: -1; PRMT1 FP inh: 7; SIAE primary: -1; LEDGF integ inh: 0; UHRF1 binding: 0; TCR CD3 inh: 15; PG9 Ab binder: 0.6; HTRA1 inh: 5

Results for CC(=O)C1C(=O)CC(c2ccc(Cl)cc2)CC1=O (configuration not stated) ?
DDE Tn7 FP inh: 1; ABHD4 inh: -1; TDP2 inh: -2; PRMT1 FP inh: -1; SIAE primary: -3; LEDGF integ inh: -2; UHRF1 binding: 6; TCR CD3 inh: -3; PG9 Ab binder: -3.2; HTRA1 inh: 8

Results for CC1(C)CC(=O)C(C=NCCN2CCOCC2)=C(O)C1 ?
DDE Tn7 FP inh: -1; ABHD4 inh: 0; TDP2 inh: -4; PRMT1 FP inh: 2; SIAE primary: -9; LEDGF integ inh: -1; UHRF1 binding: 4; TCR CD3 inh: 1; PG9 Ab binder: -0.8; HTRA1 inh: 6

Results for O=C(Cc1ccc(N2CCNC2=O)cc1)N1CCCC(Nc2cccc(F)c2)C1 (configuration not stated) ?
DDE Tn7 FP inh: -2; ABHD4 inh: 2; TDP2 inh: 17; PRMT1 FP inh: -4; SIAE primary: 5; LEDGF integ inh: -2; UHRF1 binding: -2; TCR CD3 inh: 0; PG9 Ab binder: -0.9; HTRA1 inh: 2

Results for COc1cccc(/C=C/C(=O)c2cccc([N+](=O)[O-])c2)c1OC ?
DDE Tn7 FP inh: 1; ABHD4 inh: -4; TDP2 inh: 8; PRMT1 FP inh: 6; SIAE primary: -2; LEDGF integ inh: 1; UHRF1 binding: -1; TCR CD3 inh: 2; PG9 Ab binder: 0.7; HTRA1 inh: -2

What do the screens show for `COc1ccccc1/C=N/NC(=O)c1ccccc1NS(=O)(=O)c1ccc(C)cc1`?
DDE Tn7 FP inh: -1; ABHD4 inh: 1; TDP2 inh: 4; PRMT1 FP inh: 2; SIAE primary: -2; LEDGF integ inh: -2; UHRF1 binding: 2; TCR CD3 inh: 0; PG9 Ab binder: -0.1; HTRA1 inh: -11

How did O=C(NS(=O)(=O)c1ccc(Cl)cc1)c1ccccc1 do in these assays?
DDE Tn7 FP inh: 2; ABHD4 inh: -3; TDP2 inh: 4; PRMT1 FP inh: 5; SIAE primary: -1; LEDGF integ inh: 1; UHRF1 binding: 0; TCR CD3 inh: 7; PG9 Ab binder: 0.8; HTRA1 inh: -2

How did COC(=O)CN1C(=O)S/C(=C/c2ccc(N3CCCCC3)o2)C1=O do in these assays?
DDE Tn7 FP inh: -2; ABHD4 inh: 13; TDP2 inh: -6; PRMT1 FP inh: 9; SIAE primary: -30; LEDGF integ inh: 6; UHRF1 binding: -7; TCR CD3 inh: -5; PG9 Ab binder: -18; HTRA1 inh: -8

How did COc1ccccc1C(=O)Nc1ccc(OCc2nnc3c4ccccc4c(C)nn23)cc1 do in these assays?
DDE Tn7 FP inh: -4; ABHD4 inh: -17; TDP2 inh: -3; PRMT1 FP inh: -2; SIAE primary: -17; LEDGF integ inh: 3; UHRF1 binding: -2; TCR CD3 inh: -1; PG9 Ab binder: -1.3; HTRA1 inh: -7

What do the screens show for `Cc1cccc(C)c1NC(=O)CSc1nnc(C)n1CC1CCCO1` (configuration not stated)?
DDE Tn7 FP inh: 0; ABHD4 inh: 2; TDP2 inh: 9; PRMT1 FP inh: -2; SIAE primary: 15; LEDGF integ inh: 3; UHRF1 binding: -1; TCR CD3 inh: 5; PG9 Ab binder: -2.5; HTRA1 inh: 2

How did COc1cccc(C(=O)Nc2sc(C(C)C)cc2C(N)=O)c1OC do in these assays?
DDE Tn7 FP inh: -6; ABHD4 inh: -10; TDP2 inh: 15; PRMT1 FP inh: -5; SIAE primary: -11; LEDGF integ inh: 3; UHRF1 binding: 0; TCR CD3 inh: 5; PG9 Ab binder: -2.3; HTRA1 inh: -38

What do the screens show for `COc1ccc(NS(=O)(=O)c2ccc(C)c(C(=O)N(C)Cc3ccc(C)cc3)c2)cc1`?
DDE Tn7 FP inh: -6; ABHD4 inh: 3; TDP2 inh: -7; PRMT1 FP inh: -5; SIAE primary: 5; LEDGF integ inh: 7; UHRF1 binding: -2; TCR CD3 inh: 5; PG9 Ab binder: -1.8; HTRA1 inh: -10

Results for Cn1cnc(S(=O)(=O)N2CCCCC2c2cc(C(=O)Nc3cccc4c3CCCC4)no2)c1 (configuration not stated) ?
DDE Tn7 FP inh: 2; ABHD4 inh: -4; TDP2 inh: 1; PRMT1 FP inh: -1; SIAE primary: 4; LEDGF integ inh: 1; UHRF1 binding: 9; TCR CD3 inh: 2; PG9 Ab binder: 0.8

What do the screens show for `Cc1c(C(=O)NNC(=O)c2ccncc2)oc2ccc(Br)cc12`?
DDE Tn7 FP inh: 5; ABHD4 inh: -4; TDP2 inh: 5; PRMT1 FP inh: 4; SIAE primary: 2; LEDGF integ inh: -2; UHRF1 binding: -1; TCR CD3 inh: 4; PG9 Ab binder: -0.2; HTRA1 inh: -9

Results for O=S1(=O)c2ccc(N3CC[C@@H](O)C3)cc2O[C@H]2CCN1C2 ?
DDE Tn7 FP inh: 3; ABHD4 inh: -4; TDP2 inh: -2; PRMT1 FP inh: 5; SIAE primary: 2; LEDGF integ inh: -4; UHRF1 binding: 0

What do the screens show for `COc1cnc(SCCC(F)=C(F)F)[nH]c1=O`?
DDE Tn7 FP inh: 4; ABHD4 inh: 5; TDP2 inh: -2; PRMT1 FP inh: 2; SIAE primary: -2; LEDGF integ inh: -2; UHRF1 binding: 1; TCR CD3 inh: 0; PG9 Ab binder: 0.7; HTRA1 inh: -1

What do the screens show for `O=C(NS(=O)(=O)c1ccccc1[N+](=O)[O-])[C@H]1O[C@@H](n2ccc(=O)[nH]c2=O)[C@H](O)[C@@H]1O`?
DDE Tn7 FP inh: 3; ABHD4 inh: -1; TDP2 inh: 7; PRMT1 FP inh: -1; SIAE primary: 30*; LEDGF integ inh: 2; UHRF1 binding: 0; TCR CD3 inh: 4; PG9 Ab binder: 1.5

How did CCCC(=O)Nc1ccccc1-c1nnn(CC(=O)Nc2ccc(OCC)cc2)n1 do in these assays?
DDE Tn7 FP inh: 10; ABHD4 inh: -7; TDP2 inh: -4; PRMT1 FP inh: 2; SIAE primary: -17; LEDGF integ inh: 3; UHRF1 binding: 2; TCR CD3 inh: -1; PG9 Ab binder: -2.8; HTRA1 inh: -1

How did C=CCn1c(SCC(=O)Nc2sccc2C#N)nc2sc(C)c(C)c2c1=O do in these assays?
DDE Tn7 FP inh: 1; ABHD4 inh: 1; TDP2 inh: 9; PRMT1 FP inh: -3; SIAE primary: -5; LEDGF integ inh: -2; UHRF1 binding: -2; TCR CD3 inh: -3; PG9 Ab binder: 11*; HTRA1 inh: 2

How did CN(C)S(=O)(=O)c1ccc(N2CCOCC2)nc1 do in these assays?
DDE Tn7 FP inh: 4; ABHD4 inh: -5; TDP2 inh: 10; PRMT1 FP inh: -2; SIAE primary: 4; LEDGF integ inh: -1; UHRF1 binding: 1; TCR CD3 inh: 3; PG9 Ab binder: -2.1; HTRA1 inh: 3

What do the screens show for `O=C(/C=C/[C@H]1O[C@@H](n2cnc3c(NC(=O)c4ccccc4)ncnc32)[C@H](O)[C@@H]1O)NCC1CCCO1` (some centres not stated)?
DDE Tn7 FP inh: 3; ABHD4 inh: -2; TDP2 inh: 8; PRMT1 FP inh: 2; SIAE primary: 8; LEDGF integ inh: -16; UHRF1 binding: -2; TCR CD3 inh: -6; PG9 Ab binder: 2.2

Results for Cn1cc([N+](=O)[O-])c(C(=O)N/N=C/c2ccc3c(c2)OCO3)n1 ?
DDE Tn7 FP inh: 4; ABHD4 inh: 2; TDP2 inh: 0; PRMT1 FP inh: 0; SIAE primary: 7; LEDGF integ inh: 3; UHRF1 binding: 1; TCR CD3 inh: -2; PG9 Ab binder: 2.7; HTRA1 inh: 1

How did O=C(Nc1cccc2c(=O)[nH][nH]c(=O)c12)c1ccc([N+](=O)[O-])cc1 do in these assays?
DDE Tn7 FP inh: 7; ABHD4 inh: 12; TDP2 inh: -7; PRMT1 FP inh: 3; SIAE primary: 4; LEDGF integ inh: -2; UHRF1 binding: -1; TCR CD3 inh: 2; PG9 Ab binder: -0.7

What do the screens show for `CCOc1ccc(N(CC(=O)O)S(=O)(=O)c2ccc(F)cc2)cc1`?
DDE Tn7 FP inh: 9; ABHD4 inh: -5; TDP2 inh: -5; PRMT1 FP inh: 1; SIAE primary: -4; LEDGF integ inh: 3; UHRF1 binding: 5; TCR CD3 inh: -4; PG9 Ab binder: 0.9; HTRA1 inh: 3

Results for COc1cc(C2C(C#N)=C(N)Oc3n[nH]c(-c4cccs4)c32)cc(OC)c1O (configuration not stated) ?
DDE Tn7 FP inh: -2; ABHD4 inh: 12; TDP2 inh: 37*; PRMT1 FP inh: -9; SIAE primary: -7; LEDGF integ inh: 7; UHRF1 binding: -15; TCR CD3 inh: 1; PG9 Ab binder: -3.1; HTRA1 inh: 2

Results for O=c1[nH]c(COc2ccc(Cl)cc2Cl)nc2ccccc12 ?
DDE Tn7 FP inh: -2; ABHD4 inh: -2; TDP2 inh: 15; PRMT1 FP inh: 0; SIAE primary: -4; LEDGF integ inh: 1; UHRF1 binding: -1; TCR CD3 inh: 12; PG9 Ab binder: 1.6; HTRA1 inh: -6
